RBBP9 inhibitor: inhibitors of human serine hydrolase RBBP9. AID 1515. recombinant RBBP9, FP-Rh probe fluorescence polarization. O75884. inhibition, % at 7.94 µM. 220,000 compounds, 0.2% hits;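 active = inhibition above the campaign mean of all tested compounds plus 3 SD, cut at about 14% in these data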;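 also: plate controls were DMSO wells with RBBP9 for no effect and wells lacking RBBP9 protein for full effect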
Target sequence (O75884 whole entry, looked up): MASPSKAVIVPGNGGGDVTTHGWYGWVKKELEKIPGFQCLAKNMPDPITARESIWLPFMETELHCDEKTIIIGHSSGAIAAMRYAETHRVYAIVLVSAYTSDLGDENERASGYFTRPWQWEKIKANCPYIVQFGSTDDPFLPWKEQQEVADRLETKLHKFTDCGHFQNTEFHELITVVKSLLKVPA
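Controls: DMSO-treated enzyme wells and wells lacking RBBP9 | Material: RBBP9 protein | Technique: Fluorescence polarization | Replication: Single well per compound, no replicates | Buffer or medium: Tris-NaCl-Pluronic buffer, pH 8.0 | Timing: 30 min compound preincubation, 45 min probe labeling, 25 °C | Read-out basis: Percent inhibition from mP, scaled between DMSO and no-protein wells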
NCF1 inh: p47phox (human) inhibition | P14598 | p47phox/p22phox peptide binding, fluorescence polarization, 2 h | inhibition, % at 24.7 µM | 220,000 compounds, 0.53% hits;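 active = inhibition above about 30%, limit read from the data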;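 also: 0% = p47phox with labelled peptide and 100% = labelled peptide alone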
Furin inhibitor: inhibitors of human furin. P09958. purified furin, fluorogenic substrate cleavage. inhibition, % at 30 µM. 220,000 compounds, 0.061% hits; in the data active = inhibition above about 25%; also: inactives centre near -15
Target sequence (P09958 108-714 limits assumed): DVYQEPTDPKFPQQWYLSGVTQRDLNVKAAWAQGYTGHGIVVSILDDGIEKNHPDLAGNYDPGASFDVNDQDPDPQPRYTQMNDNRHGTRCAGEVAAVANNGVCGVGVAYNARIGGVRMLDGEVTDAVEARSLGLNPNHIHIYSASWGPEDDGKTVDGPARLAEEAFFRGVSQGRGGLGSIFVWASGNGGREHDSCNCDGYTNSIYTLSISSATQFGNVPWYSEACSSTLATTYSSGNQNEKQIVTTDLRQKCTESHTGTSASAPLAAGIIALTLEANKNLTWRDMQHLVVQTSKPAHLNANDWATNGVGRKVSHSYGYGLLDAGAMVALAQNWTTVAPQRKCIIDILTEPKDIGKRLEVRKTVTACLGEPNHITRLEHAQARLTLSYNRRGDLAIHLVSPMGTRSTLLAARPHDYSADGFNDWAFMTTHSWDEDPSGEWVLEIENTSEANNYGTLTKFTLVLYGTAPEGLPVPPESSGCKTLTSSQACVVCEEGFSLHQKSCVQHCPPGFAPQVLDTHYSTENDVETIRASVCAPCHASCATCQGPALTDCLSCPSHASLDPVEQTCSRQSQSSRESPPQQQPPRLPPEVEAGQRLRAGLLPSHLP
Calpain2 inh: blocks pig calpain II enzyme activity; purified calpain II, fluorogenic peptide substrate, 30 min; inhibition, % at 16 µM; 220,000 compounds, 0.37% hits;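 active = inhibition above about 50%, limit read from the data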
Runt-CBFb FRET: blocks binding of human RUNX1 Runt domain to CBFb. Q01196+Q13951. Cerulean-Runt/Venus-CBFb FRET ratio 530/480, 1 h. inhibition, % at 20 µM. 220,000 compounds, 0.46% hits. AID 1496;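 active = inhibition over about 50% at 20 µM in the single-dose screen, limit read from the data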;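 also: 0% = DMSO wells and 100% = excess unlabeled CBFb competitor control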
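Assay system: Cerulean-Runt domain / Medium: Tris 50 mM pH 7.5, KCl, K2SO4, 0.01% BSA / Timing: protein complex preformed 1 h, compound exposure 1 h, room temperature, dark / Measured by: FRET, excitation 422 nm, emission at 530 and 480 nm / Evaluation: loss of energy transfer signal / Control set: 5 µM unlabeled CBFb as full-inhibition high control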
TbHK1 inh: blocks Trypanosoma brucei hexokinase 1 activity | recombinant TbHK1, G6PDH-coupled NADH A340 | inhibition, % at 10 µM | 220,000 compounds, 0.11% hits;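 active = inhibition of 50% or more in the single-dose primary screen; inactive = inhibition below 50%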
EBV gp42 inh: inhibitors of Epstein-Barr virus glycoprotein 42. Q1HVG2. Fluorescence polarization binding assay, mP read-out. inhibition, % (tested at 21.74 µM). 220,000 compounds, 0.42% hits. AID 1085; in the data active = inhibition above about 50%
Target sequence (Q1HVG2 whole entry, looked up): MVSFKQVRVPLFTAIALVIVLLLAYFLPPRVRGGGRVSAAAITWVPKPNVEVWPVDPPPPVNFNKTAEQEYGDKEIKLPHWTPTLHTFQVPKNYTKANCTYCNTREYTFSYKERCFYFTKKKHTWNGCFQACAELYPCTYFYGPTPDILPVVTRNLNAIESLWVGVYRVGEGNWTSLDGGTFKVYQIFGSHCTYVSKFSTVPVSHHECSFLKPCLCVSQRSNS
Runt-SMMHC FRET: blocks binding of human RUNX1 Runt domain to CBFb-SMMHC; Q01196+Q13951; 220,000 compounds, 0.74% hits; AID 1434; inhibition, % at 20 µM; Cerulean-Runt/Venus-CBFb-SMMHC FRET ratio 530/480, 1 h;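 active = mean inhibition across duplicate retests at 20 µM reaching about 50%, limit read from the data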;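 also: 0% = DMSO wells and 100% = wells with excess untagged CBFb-SMMHC; inhibitors lower the FRET ratio by blocking Runt binding to CBFb-SMMHC; some results filed as inactive read as strong as hits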
p97 ATPase inh: human p97 ATPase inhibition; 220,000 compounds, 0.42% hits; recombinant p97 ATPase, Kinase-Glo ATP luminescence, 3 h; inhibition, % at 8 µM; P55072; AID 1481; in the data active = inhibition above about 15%;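 also: 0% = DMSO vehicle and 100% = wells lacking enzyme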
Starred values were filed as active, the others as inactive; . = not tested or not shown; [ ] = remark or other dose.

SMILES	RBBP9 inhibitor	NCF1 inh	Furin inhibitor	Calpain2 inh	Runt-CBFb FRET	TbHK1 inh	EBV gp42 inh	Runt-SMMHC FRET	p97 ATPase inh
OC(COCC1COc2ccccc2O1)CN1CCN(c2ccccn2)CC1 (stereo not drawn)	-3.9	8.2	-20.3	1.4	-1.3	2.4	10.6	2.9	0.4
CCOC(=O)c1ccccc1-c1csc(NS(=O)(=O)c2ccc(Cl)cc2)n1	-6.5	-16.5	-5.5	-44.5	-0.2	12.5	-5.9	-3.6	-9.3
CCOC(=O)/C(C#N)=C/c1ccc(N2CCN(C)CC2)cc1	-4.7	-7.0	-6.6	-7.9	9.6	-22.3	-50.5	34.8	2.1
Cc1cc(C)nc(SCc2nnc(SCC(=O)Nc3nc(-c4ccccc4)cs3)n2C)n1	-3.6	-11.4	-17.2[20 µM]	3.1	-4.4	-0.2	3.6	-1.7	-3.4
Cc1cc(=O)oc(C)c1C(=O)NCCCN1C(C)CCCC1C (stereo not drawn)	-5.0	-12.5	-11.8	0.2	3.1	-17.1	9.7	4.0	1.3
CC(C)N(Cc1ccccc1)C(=O)Cn1c(=O)cnc2ccccc21	-11.1	2.6	-14.1	-9.9	-1.1	-5.3	2.7	0.8	-3.7
O=C(NCc1ccco1)c1ccccc1-c1ccccc1	0.7	-7.1	-22.0[20 µM]	-30.9	2.0	5.9	-11.8	1.5	3.3
NC(=O)N/N=C/c1coc2ccc3ccccc3c2c1=O	-2.0	-10.2	-11.3	-0.6	2.6	-8.7	-21.5	-3.7	6.3
COc1ccc(-c2cc(C(F)(F)F)n3ncc(C(=O)N4CCc5ccccc5C4)c3n2)cc1	-4.3	-29.5	-10.3	-124.6	-3.7	-19.3	-12.7	1.3	1.1
O=C(NCC12CC3CC(CC(C3)C1)C2)c1nn2cccnc2c1Cl	6.3	-6.9	-1.0[20 µM]	-9.3	-4.0	-8.9	-22.2	-0.9	-3.1
N#Cc1ccc(C23CC4(C2)[C@H](CN(P(=O)(c2ccccc2)c2ccccc2)[C@@H]4c2ccccc2)C3c2ccc(Cl)nc2)cc1 (stereo partly drawn)	.	-14.7	-13.4	-31.5	1.7	-29.5	-11.8	-4.3	.
O=C(c1ccccc1F)N1CCN(c2ccc([N+](=O)[O-])c3cccnc23)CC1	-3.4	-8.9	-17.1	14.5	-0.3	-6.5	-27.1	-2.0	4.7
COc1ccccc1-c1nc(C(N)=O)c2[nH]c(=O)n(-c3cccc(C)c3)c2n1	0.3	-6.0	-8.9	-73.8	-4.8	-12.6	-9.9	5.2	3.8
Cc1nn(C)c(Oc2cccc(Cl)c2)c1C=O	-4.9	1.4	-16.2[20 µM]	-16.2	0.3	1.3	-18.9	-2.1	3.0
Cc1ccc(N(C(=O)Cc2cccs2)C(C(=O)NCC2CCCO2)c2ccncc2)cc1 (stereo not drawn)	-5.5	-7.7	-13.2	-6.0	-0.9	-7.4	-2.4	0.5	-3.4
O=C(NCC(c1cccnc1)N1CCN(c2ccc(F)cc2)CC1)c1ccc(F)cc1 (stereo not drawn)	5.0	-9.2	-19.6[20 µM]	-8.8	-2.9	-3.6	-18.7	0.4	0.8
CCn1c(O)c(/C=C/C=C/C=Nc2ccccc2)sc1=S	-3.5	-47.3	-24.2	-26.6	4.2	-4.7	-1.6	0.6	2.0
O=C(O)c1ccc(-c2nc(-c3ccccc3)c(-c3cccs3)[nH]2)cc1	-4.3	-27.4	-40.2	-327.4	3.8	-37.2	-6.2	-10.2	6.0
Clc1ccc(N/N=C/c2ccncc2)cc1Cl	-4.8	-1.5	-5.7	4.5	0.4	-6.2	-25.8	-3.7	-7.4
N#Cc1cnc(Sc2ccccc2)nc1	-10.0	8.0	-7.4	13.4	3.8	2.7	-2.3	-2.5	-3.9
COC(=O)c1ccc2c(=O)n(CCCCCC(=O)NC(C)C)c(=O)[nH]c2c1	-1.4	-3.4	-38.1	-119.1	0.2	-6.7	-20.7	-4.5	7.7
COc1ccc(NC(=O)Nc2ccc(C(=O)N3CCOCC3)cc2)cc1	4.8	-13.2	-30.0[20 µM]	-29.9	1.9	-5.4	-3.5	-1.1	2.0
C/C(=N\NC(=O)c1cccc(N/N=C(\C)c2ccccc2)c1)c1ccccc1	-5.7	-31.6	-11.9	-28.0	2.2	-2.7	-19.5	-5.6	1.0
Cc1cc(Nc2ccc(Br)c(C)c2)n2nc(C)nc2n1	1.6	3.0	-27.1	-17.4	0.0	-4.7	-5.9	2.1	1.5
COCCn1nnnc1CN1CCC(NC(=O)c2ccc(Br)cc2)CC1	-3.9	-4.3	-17.0[20 µM]	14.4	0.2	0.4	-0.9	5.2	-3.8

Some of these compounds in order of the EBV gp42 inh value, high to low:
SMILES	RBBP9 inhibitor	NCF1 inh	Furin inhibitor	Calpain2 inh	Runt-CBFb FRET	TbHK1 inh	EBV gp42 inh	Runt-SMMHC FRET	p97 ATPase inh
CCOC(=O)c1ccccc1-c1csc(NS(=O)(=O)c2ccc(Cl)cc2)n1	-6.5	-16.5	-5.5	-44.5	-0.2	12.5	-5.9	-3.6	-9.3
COc1ccccc1-c1nc(C(N)=O)c2[nH]c(=O)n(-c3cccc(C)c3)c2n1	0.3	-6.0	-8.9	-73.8	-4.8	-12.6	-9.9	5.2	3.8
O=C(NCc1ccco1)c1ccccc1-c1ccccc1	0.7	-7.1	-22.0[20 µM]	-30.9	2.0	5.9	-11.8	1.5	3.3
C/C(=N\NC(=O)c1cccc(N/N=C(\C)c2ccccc2)c1)c1ccccc1	-5.7	-31.6	-11.9	-28.0	2.2	-2.7	-19.5	-5.6	1.0
O=C(NCC12CC3CC(CC(C3)C1)C2)c1nn2cccnc2c1Cl	6.3	-6.9	-1.0[20 µM]	-9.3	-4.0	-8.9	-22.2	-0.9	-3.1

(more compounds)
SMILES	RBBP9 inhibitor	NCF1 inh	Furin inhibitor	Calpain2 inh	Runt-CBFb FRET	TbHK1 inh	EBV gp42 inh	Runt-SMMHC FRET	p97 ATPase inh
O=C(/C=C/NNC(=O)c1cccc(Br)c1)c1cccc(Br)c1	-10.6	-27.7	-25.7[20 µM]	-143.6	-1.1	-4.3	-10.9	-5.5	5.3
COc1ccc(/C(C)=N\NC(=O)C(c2ccncc2)N2CCOCC2)cc1 (stereo not drawn)	-9.3	-1.8	-29.0	-19.6	-1.1	-2.1	-6.5	0.3	5.2
COC(=O)C(Cc1c[nH]c2ccccc12)NC(C)=O (stereo not drawn)	0.0	-19.2	5.6[20 µM]	-16.6	-2.8	-4.6	-9.4	-2.7	4.1
COCCn1cnnc1SCC(=O)Nc1cccc(S(=O)(=O)N2CCCCCC2)c1	-2.0	-5.6	-33.3	1.6	-0.8	0.8	-11.3	1.6	1.9
CCOc1ccc(N(CC(=O)Nc2cccc(Cl)c2)S(=O)(=O)c2c(C)noc2C)cc1	-3.5	-8.7	-9.8	-1.4	-4.3	15.4	4.6	1.6	-5.3
CC(=O)c1c(C)[nH]c(C(=O)N2CCCCCC2)c1C	-7.3	-11.6	-18.1	-13.6	3.3	-4.0	-4.4	2.1	1.8
Cc1ccc(CSCCNS(=O)(=O)c2ccccc2)cc1	-7.2	-17.4	-21.7	-2.2	-1.1	18.5	15.1	-0.6	-2.3
COc1ccc(-n2nc(C(=O)Nc3ccc4c(c3)OCO4)c3ccccc3c2=O)cc1	-4.1	6.0	-20.3	8.5	1.4	-6.9	-16.4	2.5	3.5
COc1ccc(N2C(=O)CC(c3ccccc3)C2=O)cc1 (stereo not drawn)	-10.0	-13.0	-22.8	-27.6	1.1	-12.5	-15.8	0.5	3.1
COc1cc(NC(=O)COc2ccc(F)cc2)nc(OC)n1	0.0	2.0	-24.2	-6.0	-3.5	5.4	-17.0	-2.7	2.3
Cc1ccccc1NC(=O)c1ccccc1NC(=O)Cc1cccc2ccccc12	-5.4	-0.6	0.6	29.4	0.1	10.4	-3.1	-1.1	-4.0
Cc1csc2c(N3CCN(S(=O)(=O)c4ccc(Cl)cc4)CC3)ncnc12	-5.7	2.6	-25.0	14.5	-3.9	23.7	1.7	-4.8	5.3
Clc1ccc(-n2c(SCc3nc4ccccc4[nH]3)nnc2-c2ccncc2)cc1	-3.0	-1.8	-3.3	14.8	2.8	-5.0	-7.1	4.8	-0.5
Cc1nnc(SCC(=O)Nc2cc(C(C)(C)C)nn2-c2ccccc2)s1	3.4	-9.5	-12.9	-1.6	-1.5	35.6	-10.2	-1.8	3.4
CNC(=O)NNC(=O)c1onc(-c2c(Cl)cccc2Cl)c1C(=O)OC	-6.7	-5.5	-14.0	22.9	0.9	-13.6	-8.6	0.5	0.1
Cc1cc(C)cc(C(=O)n2cnnc2N)c1	-2.1	-5.8	7.2[20 µM]	12.9	-2.3	7.4	-22.1	4.7	-5.2
COc1ccc(CCNC(=O)CC2Nc3ccccc3NC2=O)cc1 (stereo not drawn)	5.0	-20.1	-12.4	-204.9	-1.3	6.4	2.5	-3.3	4.1
CCN(CC)CCn1c(NCc2nc3ccccc3n2Cc2ccccc2)nc2ccccc21	-5.6	-7.7	-7.1[20 µM]	-15.0	1.7	5.3	1.9	4.9	-3.0
COc1ccc(C(CNC(=O)CN2C(=O)NC3(CC(C)CC(C)(C)C3)C2=O)N2CCOCC2)cc1 (stereo not drawn)	-3.7	-4.8	-11.3[20 µM]	-39.8	-2.1	-10.5	-7.5	-1.5	6.1
O=C(c1cc2c(=O)n3ccccc3nc2s1)N1CCOCC1	-3.2	.	-36.4	.	7.7	-43.6	.	18.5	-2.7
Cc1cc(C(F)(F)F)nn1CC(=O)NCc1ccco1	-13.8	2.1	-19.1	-35.7	2.7	4.2	3.7	-0.3	-5.7
Cn1cccc1C(=O)OCC(=O)NC(=O)NC1CCCCC1	0.6	-6.2	-24.2	5.9	-0.1	-4.9	-8.4	-1.2	1.4
O=C(Nc1c(S(=O)(=O)c2ccc(Cl)cc2)csc1Br)c1ccccc1Cl	-3.5	-0.9	-16.2	4.1	1.4	5.6	3.7	-1.8	-0.5
CCc1nnc(NC(=O)CCC(=O)N2CCN(Cc3ccc(Cl)cc3)CC2)s1	-9.4	-13.9	-23.9	-3.1	0.4	-0.9	-14.3	-0.2	2.0
COc1ccc(NC(=O)CCC(=O)NCCO)cc1	-5.7	-0.2	-16.3	12.4	.	5.0	-10.1	.	-2.7
Next part.
SMILES	RBBP9 inhibitor	NCF1 inh	Furin inhibitor	Calpain2 inh	Runt-CBFb FRET	TbHK1 inh	EBV gp42 inh	Runt-SMMHC FRET	p97 ATPase inh
Cc1ccc(CN2C(=O)CCC2C(=O)NCCN2CCOCC2)cc1 (stereo not drawn)	-7.2	-10.7	-21.5	5.2	-0.6	-2.4	-31.0	5.7	3.6
CCOc1cc(-c2cc(-c3ccc(C)o3)nc(N)c2C#N)ccc1O	-0.7	-13.4	-22.8[20 µM]	-136.5	8.0	-15.0	-1.8	1.0	1.0
Cc1ncoc1C(=O)N1CCCC(C(=O)c2ccc3c4c(cccc24)CC3)C1 (stereo not drawn)	2.6	-3.1	-16.0	-186.1	0.4	-16.5	-14.4	3.6	-3.5
COc1ccc(C2C(C(C)=O)=C(O)C(=O)N2c2nccs2)cc1 (stereo not drawn)	-3.5	-3.6	-0.3[20 µM]	-26.4	0.1	-39.9	-0.2	12.4	6.1
COc1ccc(/C=N/n2c(SC)nnc(C(C)(C)C)c2=O)cc1	-13.1	-7.5	-16.6[20 µM]	28.8	1.5	-5.0	6.5	-0.3	2.3
COc1cc(-c2nnc(-c3cccnc3)o2)cc(OC)c1OC	3.7	6.9	-21.8	-3.1	2.8	0.3	-22.8	-2.9	3.8
